Screens from PubChem.
HUVEC inhibit: blocks proliferation of human endothelial cells; 86,000 tested, 1.1% active; AID 648; HUVEC proliferation, CellTiter-Glo luminescence, 72 h; stronger effect = lower value; viability, % at 10 µM (by protocol);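 active means viability at or below 30%; inactive means viability above 30%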;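 further: 100% = median luminescence of DMSO-only cell control wells on each plate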
Lung fibro prol: blocks proliferation of human lung fibroblasts | LL 47 human lung fibroblast viability, ATP luminescence; stronger effect = lower value | viability, % at 10 µM | 85,000 tested, 1.1% active;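 active means viability at or below 50% in the single dose screen; inactive means viability above 50%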;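 further: compound exposure lasted 72 h before the ATP readout; 100% = median luminescence of untreated cell-only wells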
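Material: human LL 47 lung fibroblast cells; quantity: 1,150 cells/well; medium: IMEM plus 15% FBS; doses: 0.1% DMSO in all compound wells; timing: overnight attachment after seeding, then 72 h compound exposure at 37 °C; detection: CellTiter-Glo luminescence; measure: % viability of median cell-only signal; controls: cell-only wells, no compound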
CD11b adhes inh: inhibitors of human CD11b/CD18 binding to fibrinogen; P05107+P11215; K562 CD11b/CD18 adhesion to fibrinogen, ATPlite luminescence; Mn2+ added to activate the integrin; inhibition, % at 10 µM; 93,000 tested, 0.54% active;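 active means primary inhibition of 50% or more at 10 µM, then 40% or more on retest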; further: some results filed as inactive read as strong as hits
Target sequence (P05107 whole entry, looked up, other chains not shown): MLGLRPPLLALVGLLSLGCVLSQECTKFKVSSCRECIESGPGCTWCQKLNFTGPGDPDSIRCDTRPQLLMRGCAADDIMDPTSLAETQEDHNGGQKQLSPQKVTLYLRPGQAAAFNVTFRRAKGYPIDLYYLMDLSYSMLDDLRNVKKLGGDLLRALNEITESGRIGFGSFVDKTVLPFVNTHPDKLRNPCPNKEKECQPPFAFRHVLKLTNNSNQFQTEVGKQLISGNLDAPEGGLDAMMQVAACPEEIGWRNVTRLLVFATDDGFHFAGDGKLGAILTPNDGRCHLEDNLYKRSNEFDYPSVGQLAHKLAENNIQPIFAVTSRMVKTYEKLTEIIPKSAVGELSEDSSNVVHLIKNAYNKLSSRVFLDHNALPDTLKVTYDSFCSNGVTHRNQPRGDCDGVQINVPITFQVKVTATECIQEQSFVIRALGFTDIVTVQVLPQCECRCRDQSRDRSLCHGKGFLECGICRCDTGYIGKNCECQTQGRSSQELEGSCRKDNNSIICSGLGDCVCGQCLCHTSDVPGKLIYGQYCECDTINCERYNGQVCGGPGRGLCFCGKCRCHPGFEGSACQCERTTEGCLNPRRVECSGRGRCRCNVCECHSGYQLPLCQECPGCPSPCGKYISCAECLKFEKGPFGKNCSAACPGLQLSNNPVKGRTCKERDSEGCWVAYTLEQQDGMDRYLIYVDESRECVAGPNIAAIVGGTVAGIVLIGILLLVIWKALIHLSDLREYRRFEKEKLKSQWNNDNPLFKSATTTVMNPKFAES
H69AR growth 86K: blocks growth of human H69AR lung tumor cells | H69AR lung tumor viability, ATP luminescence, 72 h; stronger effect = lower value | viability, % at 10 µM | 85,000 tested, 6% active | AID 598;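 active means viability at or below 40%; inactive means viability above 40%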;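 further: multidrug resistant small cell line overexpressing MRP-1 efflux transporter; 100% = mean luminescence of untreated control wells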
Mac1 fbg enh: increases human CD11b/CD18 adhesion to fibrinogen; P05107+P11215; K562 CD11b/CD18 adhesion to fibrinogen, ATPlite luminescence; activation, % at 10 µM; 93,000 tested, 0.07% active; AID 1499;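 active means 10 µM primary screen giving 50% or more activity, confirmed by 40% or more on retest at that dose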; further: strong numbers were not always called active
CYP2C19 act: increases human CYP2C19 enzyme activity. activation factor at 5 µM. 96,000 tested, under 10 active. recombinant CYP2C19, luciferin-H EGE luminescence; stronger effect = higher value; 0 = fully inhibited enzyme, 1 = untreated enzyme;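 active means activation factor of at least 2 at 5 µM in the primary screen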;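 further: 0 = wells with 2.5 mM tranylcypromine and 1 = vehicle-only wells; values of inactives mirror those of a sister screen read the other way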
ERa coact inh: ER-alpha (human) coactivator binding inhibition. AID 629. TR-FRET ER-alpha LBD / SRC-1 peptide, estradiol-bound. P03372. inhibition, % at 25.6 µM. 86,000 tested, 1.7% active; in the data active means inhibition above about 50%;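 further: 0% = receptor plus peptide control and 100% = peptide only without receptor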
CYP2C19 inhib: inhibitors of human CYP2C19; P33261; CYP2C19 Supersomes, luciferin-H EGE luminescence, 30 min; inhibition, % at 5 µM; 96,000 tested, 21% active; AID 778;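 active means CYP2C19 inhibition above a set limit at 5 µM in the primary screen, cut at about 50% in these data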;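 further: plate controls were negative control wells for no effect and 2.5 mM tranylcypromine positive control for full effect; values of inactives mirror those of a sister screen read the other way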
ERa SRC1 pot: ER-alpha (human) coactivator binding potentiation. P03372. TR-FRET ERalpha-LBD/SRC-Cy5 coactivator binding, 2 h; 100 = basal binding, no effect. coactivator binding (% of control), % at 25.6 µM. 86,000 tested, 1.3% active; in the data active means activity above about 200%;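 further: binding measured in presence of low estradiol as agonist stimulus; 0% = peptide alone without receptor and 100% = receptor with peptide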
Numbers without * were called inactive; . = not tested or not shown; [ ] = another dose, or the depositor's remark. An unsorted share of the library (roughly 26% active in at least one column).

canonical_smiles | CYP2C19 act | CYP2C19 inhib | Mac1 fbg enh | ERa SRC1 pot | Lung fibro prol | HUVEC inhibit | H69AR growth 86K | CD11b adhes inh | ERa coact inh
CCNC(=O)CCC(=O)Nc1cc(Cl)ccc1C | 1 | -3 | 0 | 81 | 98 | 96 | 104 | -6 | 4[fluorescence artefact?]
O=C(c1ccc(=O)oc1)N1CCOCC1 | 1.2 | -15 | -3 | 85 | 103 | 92 | 97 | -1 | 19
Cc1cc(O)c(C(C)C)cc1NC1=NS(=O)(=O)c2ccccc21 | 0.9 | 10 | 3 | 94 | 105 | 108 | 84 | -14 | -3
CC1CN(S(=O)(=O)c2ccc(C(=O)Nc3nnc(-c4ccc5c(c4)CCCC5)o3)cc2)CC(C)O1 (stereo not drawn) | 1 | 2 | 0 | 102[fluorescence artefact?] | 39* | 7.0* | 17* | 7 | 7[fluorescence artefact?]
O=c1cc(CN2CCC3(CC2)OCCO3)c2c(ccc3ccccc32)o1 | 0.2 | 78* | -2 | 169[fluorescence artefact?] | 96 | 99 | . | 22 | 6
CC(=O)Nc1ccc2nc(-c3ccccn3)[nH]c2c1 | 0.8 | 20 | -2 | 117[fluorescence artefact?] | 96 | 97 | 93 | 17 | 3
N#Cc1cc2c(nc1SCc1nc3ccccc3[nH]1)CCC2 | 0.8 | 19 | -1 | 94 | 105 | 75 | 58 | 29 | 7
COc1cccc(NC(=O)CCNC(=O)Cn2ccc3ccccc3c2=O)c1 | 0.7 | 35 | 1 | 90 | 96 | 100 | 104 | -12 | -3
O=C(CN1CCc2ccccc2C1)c1cccs1 | 0.1 | 92* | -1 | 122 | . | 108 | 98 | -3 | 5
COc1ccc(C2C3=C(Nc4ncnn42)c2ccccc2CC3)cc1OC (stereo not drawn) | 0.4 | 55* | 0 | 97 | 95 | 69 | 100 | -5 | -6
O=C1C2CCCCN2C(=O)N1CCN1CCN(c2ccc([N+](=O)[O-])cc2)CC1 (stereo not drawn) | 0.9 | 8 | -2 | . | . | . | . | 5 | .
N#CC1=C(N)Oc2cc(N)ccc2C1C1CC=CCC1 (stereo not drawn) | 0.1 | 89* | 0 | 98[fluorescence artefact?] | 96 | 61 | 29* | 39 | 2

Other results follow.
canonical_smiles | CYP2C19 act | CYP2C19 inhib | Mac1 fbg enh | ERa SRC1 pot | Lung fibro prol | HUVEC inhibit | H69AR growth 86K | CD11b adhes inh | ERa coact inh
Cc1ccc2c(c1)nnn2C1CCN(C(=O)C2CCCCC2)CC1 | 0.1 | 91* | -4 | 107 | 97 | 97 | 85 | -1 | -6
O=C(Nc1ccc2nn(-c3ccccc3)nc2c1)c1ccc2c(c1)OCCO2 | 0.4 | 59* | -7 | 98 | . | 49 | 58 | 3 | 27[fluorescence artefact?]
NC1=NS(=O)(=O)NC1c1cccc(Cl)c1 (stereo not drawn) | 1.1 | -9 | -5 | 101 | 107 | 98 | 94 | 4 | -4
CC1CCCCC12NC(=O)N(CC(=O)NCCc1ccccn1)C2=O (stereo not drawn) | 1 | 0 | -3 | 107 | . | 101 | 108 | 4 | 16
NC(=O)c1sc2cc(C(F)(F)F)cnc2c1-c1cccs1 | 0.8 | 20 | -1 | 111[fluorescence artefact?] | 113 | 108 | 94 | -28 | 0
O=C(CCCN1C(=O)c2ccccc2C1=O)Nc1c(C(=O)C2CC2)oc2ccccc12 | 0.8 | 20 | -1 | 111[fluorescence artefact?] | 96 | 83 | 82 | -6 | 2[fluorescence artefact?]
COc1ccc(C(c2nnnn2Cc2cccs2)N2CCN(c3ccc(F)cc3)CC2)cc1OC (stereo not drawn) | 0.8 | 19 | 1 | 104 | 97 | 108 | 72 | -7 | -7
O=C(CCCn1c(=O)c2sccc2n(CC(=O)NCc2ccco2)c1=O)NCc1ccco1 | 0.9 | 8 | 0 | 123 | 98 | 91 | 73 | -5 | -5
O=C(O)CNC1=NCCCCC1 | 1.2 | -16 | -10 | 125 | 103 | 95 | 95 | -6 | 4[fluorescence artefact?]
Cc1ccc(S/C(=N\S(=O)(=O)c2ccc(Cl)cc2)c2ccccc2)cc1 | 0.8 | 24 | . | 47 | 75 | 40 | 89 | . | 33
CC1Oc2ccccc2N(CC(=O)N(Cc2ccccc2)Cc2ccccn2)C1=O (stereo not drawn) | 0.4 | 61* | -3 | 90 | 95 | 91 | 70 | -1 | -4
c1ccc2c(c1)OCC(c1nnc3sc(-c4cnccn4)nn13)O2 (stereo not drawn) | 0.8 | 21 | 22 | 52[fluorescence artefact?] | 96 | 90 | . | -1 | 92*[fluorescence artefact?]

More entries:
canonical_smiles | CYP2C19 act | CYP2C19 inhib | Mac1 fbg enh | ERa SRC1 pot | Lung fibro prol | HUVEC inhibit | H69AR growth 86K | CD11b adhes inh | ERa coact inh
CCOC(=O)C(NC(C)=O)(Nc1ccc(F)cc1)C(F)(F)F (stereo not drawn) | 0.4 | 63* | -4 | 122 | 108 | 88 | 84 | -10 | -3
CCOC(=O)N1CCN(C(=O)C(C)n2nc(C)n3c(cc4sccc43)c2=O)CC1 (stereo not drawn) | 1 | 0 | -1 | 95 | 108 | 98 | 90 | -29 | -3
CCOc1cc(C(=O)NCCOC)ccc1OC | 1 | 2 | 0 | 107 | 102 | 106 | 100 | 4 | -4
CCOc1ccccc1C(=O)Nc1nnc(COC)s1 | . | . | . | 107 | 102 | 101 | 92 | . | 15
O=C(O)CC1Oc2ccc(Cl)cc2NC1=O (stereo not drawn) | 0.9 | 8 | -3 | 84 | 100 | 102 | 96 | -1 | 4
O=C(Nc1cc(F)ccc1F)C1CCCO1 (stereo not drawn) | 1 | 2 | -3 | 99 | 104 | 98 | 106 | -25 | 8[fluorescence artefact?]
CSc1nc2ccc(S(=O)(=O)N(C)C)cc2s1 | 0.1 | 86* | -4 | 95 | 87 | 94 | 82 | -6 | 2
CCN(CC)CCOC(=O)c1ccc(NC(=O)COc2cc(=O)n(CC)c3ccccc23)cc1 | 0.3 | 66* | 6 | 118 | 107 | 101 | 81 | -26 | -13
CC(CCc1ccccc1)NCC(O)c1ccc(O)c(C(N)=O)c1 (stereo not drawn) | . | . | . | 132 | 90 | 91 | 92 | . | -6
O=C(NC1CCCC1)C(c1ccccc1)N(C(=O)c1ccno1)c1cccnc1 (stereo not drawn) | 0.6 | 45 | -2 | 107 | 95 | 99 | 89 | 10 | -3
Nc1nc(CN2CCOCC2)cs1 | 1 | -2 | -3 | 103 | 104 | 103 | 95 | -4 | -3
Cc1cc2nc3c(nc2cc1C)C1(C(=O)O)CCC3(C)C1(C)C (stereo not drawn) | 1 | 3 | 13 | 82 | 98 | 93 | 85 | -4 | 1

Three entries from above, as labelled records.
O=C(O)CC1Oc2ccc(Cl)cc2NC1=O (stereo not drawn)
- CYP2C19 act = 0.9
- CYP2C19 inhib = 8
- Mac1 fbg enh = -3
- ERa SRC1 pot = 84
- Lung fibro prol = 100
- HUVEC inhibit = 102
- H69AR growth 86K = 96
- CD11b adhes inh = -1
- ERa coact inh = 4

O=C(Nc1cc(F)ccc1F)C1CCCO1 (stereo not drawn)
- CYP2C19 act = 1
- CYP2C19 inhib = 2
- Mac1 fbg enh = -3
- ERa SRC1 pot = 99
- Lung fibro prol = 104
- HUVEC inhibit = 98
- H69AR growth 86K = 106
- CD11b adhes inh = -25
- ERa coact inh = 8[fluorescence artefact?]

CSc1nc2ccc(S(=O)(=O)N(C)C)cc2s1
- CYP2C19 act = 0.1
- CYP2C19 inhib = 86*
- Mac1 fbg enh = -4
- ERa SRC1 pot = 95
- Lung fibro prol = 87
- HUVEC inhibit = 94
- H69AR growth 86K = 82
- CD11b adhes inh = -6
- ERa coact inh = 2

Next part:
canonical_smiles | CYP2C19 act | CYP2C19 inhib | Mac1 fbg enh | ERa SRC1 pot | Lung fibro prol | HUVEC inhibit | H69AR growth 86K | CD11b adhes inh | ERa coact inh
CCc1ccc(C2=NN(S(C)(=O)=O)C(c3cccs3)C2)cc1 (stereo not drawn) | 0.4 | 56* | 1 | 102 | 92 | 100 | 54 | 15 | 0
CCc1ccccc1NC(=O)C1CC(c2ccc(F)cc2)=NO1 (stereo not drawn) | 0.2 | 83* | -2 | 102 | 107 | 108 | 97 | -2 | -5
CN(C)S(=O)(=O)c1cccc(NC(=S)Nc2ccc(Cl)cc2Cl)c1 | 0.3 | 71* | -8 | . | . | . | . | 99* | .
CCC(C)(C)n1nnnc1CN1CCc2ccccc21 | 0.4 | 61* | -2 | 89 | 88 | 98 | 87 | 3 | -5[fluorescence artefact?]
NC(=O)C1CCN(C(=O)N2c3ccccc3Sc3ccccc32)CC1 | 0.8 | 22 | 1 | 97 | 98 | 80 | 88 | 0 | 4[fluorescence artefact?]
CCN1CNC(=S)N(c2cc(C)ccc2C)C1 | 1 | -3 | . | 108[fluorescence artefact?] | 98 | 100 | 108 | . | 5
CCOC(=O)c1c(NC(=O)CSc2nc3c(c(=O)n(C)c(=O)n3C)n2CC)sc(C)c1C | 0.5 | 52* | 17 | 133[fluorescence artefact?] | 88 | 53 | 4.0* | 11 | 11[fluorescence artefact?]
COCCCn1c(SCC(=O)N2CCCCC2C)nnc1-c1ccco1 (stereo not drawn) | 0.9 | 10 | -3 | 109 | 92 | 102 | 92 | 6 | -3
Cc1cccc(C)c1OCc1nnc(SCC(=O)Nc2ccccc2F)o1 | 0.9 | 13 | -2 | . | . | . | . | -11 | .
O=C(N1CCOCC1)C(F)(F)C(F)(F)C(F)(F)C(F)(F)C(=O)N1CCOCC1 | 1 | 1 | -3 | 130 | 104 | 98 | 99 | 1 | 8
COC(=O)N(C)CCCC1(C)C(=O)N(C)c2ccc(O)cc21 (stereo not drawn) | 0.8 | 20 | -2 | 121[fluorescence artefact?] | 99 | 94 | 110 | -14 | -9
CC(=O)N1CCc2cc(S(=O)(=O)NCCC(=O)Nc3cc(C)cc(C)c3)ccc21 | 0.9 | 15 | -1 | 97 | 90 | 96 | 95 | -4 | -9
Cn1c(=O)c2c(-c3ccc(C(C)(C)C)cc3)n(CC3CCCO3)cc2n(C)c1=O (stereo not drawn) | 1.1 | -6 | 3 | 94 | 93 | 100 | 85 | -4 | -9

Some of the entries so far, with each value named.
CCOC(=O)c1c(NC(=O)CSc2nc3c(c(=O)n(C)c(=O)n3C)n2CC)sc(C)c1C
  CYP2C19 act = 0.5	CYP2C19 inhib = 52*	Mac1 fbg enh = 17	ERa SRC1 pot = 133[fluorescence artefact?]	Lung fibro prol = 88	HUVEC inhibit = 53	H69AR growth 86K = 4.0*	CD11b adhes inh = 11	ERa coact inh = 11[fluorescence artefact?]
COCCCn1c(SCC(=O)N2CCCCC2C)nnc1-c1ccco1 (stereo not drawn)
  CYP2C19 act = 0.9	CYP2C19 inhib = 10	Mac1 fbg enh = -3	ERa SRC1 pot = 109	Lung fibro prol = 92	HUVEC inhibit = 102	H69AR growth 86K = 92	CD11b adhes inh = 6	ERa coact inh = -3
Cc1cccc(C)c1OCc1nnc(SCC(=O)Nc2ccccc2F)o1
  CYP2C19 act = 0.9	CYP2C19 inhib = 13	Mac1 fbg enh = -2	ERa SRC1 pot = .	Lung fibro prol = .	HUVEC inhibit = .	H69AR growth 86K = .	CD11b adhes inh = -11	ERa coact inh = .
O=C(N1CCOCC1)C(F)(F)C(F)(F)C(F)(F)C(F)(F)C(=O)N1CCOCC1
  CYP2C19 act = 1	CYP2C19 inhib = 1	Mac1 fbg enh = -3	ERa SRC1 pot = 130	Lung fibro prol = 104	HUVEC inhibit = 98	H69AR growth 86K = 99	CD11b adhes inh = 1	ERa coact inh = 8
